Screening results as filed in PubChem.
hERG rescue – hERG rescue from dofetilide block, primary screen, cell-based, CHO-hERG, FluxOR thallium flux, dofetilide IC70. Voltage-gated inwardly rectifying potassium channel KCNH2 (Homo sapiens), Q12809. dofetilide IC70 present. activation (rescue from dofetilide block), less the hit threshold, % at 10 µM. actives 0.51% (n = 310,000);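 active = activation above the mean of controls blocked by dofetilide plus 5 SD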;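 note: thallium influx through hERG after potassium depolarization seen as dye fluorescence rise; in these data hits start at about 4.7%; inactives centre near -7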
TMEM16A inh – TMEM16A chloride channel inhibitors, primary screen, cell-based, HTS | Anoctamin-1 (Mus musculus), Q8BHY3 | HEK293 TMEM16A/YFP iodide influx fluorescence, ionomycin | normalized B-score (activity score, 25-100; higher = stronger inhibition) at 10 µM | actives 1.2% (n = 310,000) | AID 588511, 2011;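 active = ratio plate-corrected score three or more library SD toward inhibition, starting fluorescence score within five deviations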;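 note: score derived from kinetic fluorescence span divided by baseline fluorescence per well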
Target sequence (Q8BHY3 whole entry, looked up): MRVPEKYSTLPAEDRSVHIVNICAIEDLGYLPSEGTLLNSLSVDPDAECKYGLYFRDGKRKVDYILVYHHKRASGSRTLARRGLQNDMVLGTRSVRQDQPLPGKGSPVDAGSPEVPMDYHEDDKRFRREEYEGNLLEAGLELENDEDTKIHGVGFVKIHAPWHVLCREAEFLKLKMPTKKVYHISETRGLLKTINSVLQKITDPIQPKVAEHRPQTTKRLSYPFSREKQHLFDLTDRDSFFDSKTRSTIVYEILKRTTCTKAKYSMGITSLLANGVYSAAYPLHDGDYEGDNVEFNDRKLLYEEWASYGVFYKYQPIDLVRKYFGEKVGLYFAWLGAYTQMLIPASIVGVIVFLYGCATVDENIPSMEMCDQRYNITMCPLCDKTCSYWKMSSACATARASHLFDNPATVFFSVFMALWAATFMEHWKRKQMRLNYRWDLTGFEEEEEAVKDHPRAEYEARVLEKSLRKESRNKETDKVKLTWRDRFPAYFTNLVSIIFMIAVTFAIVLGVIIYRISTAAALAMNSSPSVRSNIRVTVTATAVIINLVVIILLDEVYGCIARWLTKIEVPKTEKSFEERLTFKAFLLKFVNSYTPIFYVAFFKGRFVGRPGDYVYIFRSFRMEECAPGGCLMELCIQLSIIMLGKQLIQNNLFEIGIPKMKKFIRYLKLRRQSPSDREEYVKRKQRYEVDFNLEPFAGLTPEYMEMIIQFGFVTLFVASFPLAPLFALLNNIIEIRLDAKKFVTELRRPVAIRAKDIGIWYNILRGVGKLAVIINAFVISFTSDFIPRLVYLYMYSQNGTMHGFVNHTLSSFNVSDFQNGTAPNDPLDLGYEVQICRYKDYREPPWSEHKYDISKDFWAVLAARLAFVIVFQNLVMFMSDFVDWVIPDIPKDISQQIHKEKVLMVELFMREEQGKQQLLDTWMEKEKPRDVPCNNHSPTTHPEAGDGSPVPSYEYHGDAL
HDAC3 inhib – HDAC3 deacetylase inhibitors, primary screen, biochemical, fluorescence, cell-free homogeneous. Histone deacetylase 3 (Homo sapiens), O15379. recombinant HDAC3, fluorogenic peptide/trypsin coupled. inhibition, % at 8.3 µM. actives 0.15% (n = 320,000). AID 2718, 2010; in the data active = inhibition above about 26%, passing the limit was not always enough; inconclusive = no clear call, values can overlap the other calls
KCNQ1 block – inhibitors of human KCNQ1 channel, primary screen, cell-based, thallium flux, high-throughput; AID 2642, 2010; CHO-K1 KCNQ1, FluxOR thallium flux fluorescence; hits give high values; Potassium voltage-gated channel subfamily KQT member 1 (Homo sapiens), P51787; actives 1.3% (n = 310,000); B-score at 10 µM;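 active = compounds whose thallium flux B-score, printed positive for inhibition, exceeds three library SD while starting fluorescence stays within three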;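 note: channel opened by potassium depolarization with thallium stimulus after 20 min compound exposure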
KCNK9 block – KCNK9 potassium channel inhibitors, primary screen, HEK293 cells, thallium flux; Potassium channel subfamily K member 9 (Homo sapiens), Q9NPC2; FluxOR thallium flux fluorescence; hits give low values; B-score at 10 µM; actives 1.2% (n = 310,000);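 active = ratio B-score over 3 SD below the library mean, with starting fluorescence within 5 SD of its mean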;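 note: negative B-score means less thallium flux so channel inhibition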
KCNK3 inh – human KCNK3 channel inhibitors, primary screen, CHO cells, FluxOR thallium flux, B-score. Potassium channel subfamily K member 3 (Homo sapiens), O14649. actives 0.84% (n = 340,000). AID 602410, 2012. FluxOR fluorescence; hits give low values. B-score at 10 µM;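 active = B-score under library mean minus 4 SD, starting fluorescence ratio at most library mean plus 5 SD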;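 note: more negative B-score means stronger inhibition of thallium flux through KCNK3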
TRPC4 PAM – positive allosteric modulators of TRPC4, primary screen, cell-based, mouse TRPC4beta, HEK293 mu-opioid, Fluo-4 calcium; actives 0.42% (n = 310,000); AID 2227, 2009; Short transient receptor potential channel 4 (Mus musculus), Q9QUQ5; DAMGO EC20, Fluo-4 Ca2+ flux; hits give high values; B-score at 10 µM;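 active = B-score of calcium response area above 5 SD of library B-scores, with initial fluorescence ratio within 5 SD of library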;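 note: B-score of integrated fluorescence ratio over time as area under calcium response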
TMEM16A act – TMEM16A chloride channel activators or potentiators, primary screen, cell-based, HTS. Anoctamin-1 (Mus musculus), Q8BHY3. HEK293 TMEM16A/YFP-H148Q/I152L, iodide quench fluorescence; hits give low values. B-score at 10 µM. actives 0.3% (n = 340,000). AID 623877, 2012;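 active = fluorescence-ratio B-score plate-corrected deviation score at least 3 library SD below zero, with starting fluorescence score within 5 deviations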;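 note: channel opened by trigger with iodide after compound preincubation; score built on the fluorescence ratio of max minus min over baseline; more negative score means more quench and so TMEM16A activation or potentiation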
KCNQ1 act – potentiators or activators of KCNQ1 channel, primary screen, cell-based, thallium flux, high-throughput; Potassium voltage-gated channel subfamily KQT member 1 (Homo sapiens), P51787; CHO-K1 KCNQ1, thallium flux FluxOR fluorescence; hits give high values; B-score at 10 µM; actives 0.35% (n = 310,000); AID 2648, 2010;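 active = fluorescence ratio B-score, a plate-corrected score, at least three library SD, with initial intensity B-score within 5 SD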
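Assay system: CHO-K1 cells stably expressing KCNQ1; Medium: assay buffer with matched DMSO; Also added: K+/Tl+ depolarizing stimulus; Dosing: single dose; Timing: dye 90 min, compound 20 min, room temperature; Measured by: kinetic FluxOR thallium fluorescence, 10-s 1-Hz baseline, 110-s post-stimulus read; Read-out: peak-minus-minimum fluorescence over initial fluorescence, negative-control normalized, B-scored.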
DYRK1A inh – rat Dyrk1A kinase inhibitors, primary screen, biochemical, single point, plate reader | AID 504441, 2011 | ADP-Glo luminescence, NFATc1 peptide | actives 0.43% (n = 310,000) | inhibition, % at 12.5 µM; in the data active = inhibition above about 50%;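 note: plate controls were vehicle with enzyme for no effect and no enzyme for full effect; many of its hits are not listed in these tables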
TRPC4 agonist – activators of mouse TRPC4 channel, primary screen, Fluo4 calcium, HEK293 TRPC4beta/mu-opioid cells. B-score at 10 µM. Fluo4 calcium fluorescence; hits give high values. Short transient receptor potential channel 4 (Mus musculus), Q9QUQ5. actives 0.49% (n = 310,000);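 active = B-score above 5 SD of library B-scores, and initial fluorescence ratio not above library mean plus 5 SD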;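 note: positive B-score marks a calcium rise read as TRPC4 activation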
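Material: TRPC4beta and mu-opioid receptor HEK293 stable cells | Incubation: 45 min room-temperature Fluo4 loading, 110 s read | Detection: Kinetic Fluo4 calcium fluorescence | Measure: Integrated baseline-normalised fluorescence ratio, converted to per-well B score | Benchmarks: Low control buffer alone, high control maximal DAMGO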
Numbers without * were called inactive.

Cc1ccsc1C(=O)N1CC=C(c2ccccc2)CC1 was read as hERG rescue -20, TMEM16A inh inactive, HDAC3 inhib 0, KCNQ1 block inactive, KCNK9 block inactive, KCNK3 inh inactive, TRPC4 PAM inactive, TMEM16A act inactive, KCNQ1 act inactive, DYRK1A inh -2 and TRPC4 agonist inactive.
`COc1ccc(-c2cccc(NS(=O)(=O)c3cc([N+](=O)[O-])ccc3Cl)c2)nn1` gave hERG rescue -4, TMEM16A inh inactive, KCNQ1 block inactive, KCNK9 block inactive, KCNK3 inh inactive, TRPC4 PAM inactive, TMEM16A act inactive, KCNQ1 act inactive, DYRK1A inh 9 and TRPC4 agonist inactive.
Cc1cc(C(=O)O)c(C)n1Cc1ccncc1 was read as hERG rescue -3, TMEM16A inh inactive, HDAC3 inhib 2, KCNQ1 block inactive, KCNK9 block inactive, KCNK3 inh inactive, TRPC4 PAM inactive, TMEM16A act inactive, KCNQ1 act inactive, DYRK1A inh -3 and TRPC4 agonist inactive.
For Cc1c(C(=O)Nc2cc(S(=O)(=O)N3CCOCC3)ccc2N2CCOCC2)oc2ccccc12 the results were hERG rescue -5, TMEM16A inh inactive, HDAC3 inhib 12, KCNQ1 block inactive, KCNK9 block inactive, KCNK3 inh inactive, TRPC4 PAM inactive, TMEM16A act inactive, KCNQ1 act inactive, DYRK1A inh 3 and TRPC4 agonist inactive.
Screening CC(C)CN(C(=O)C1CC1)c1c(N)n(Cc2ccccc2)c(=O)[nH]c1=O returned hERG rescue -7, TMEM16A inh inactive, HDAC3 inhib 5, KCNQ1 block inactive, KCNK9 block inactive, KCNK3 inh inactive, TRPC4 PAM 31*, TMEM16A act inactive, KCNQ1 act inactive, DYRK1A inh 7 and TRPC4 agonist inactive.
For CCCOc1ccc(Cn2ccnc2)cc1[N+](=O)[O-] the results were hERG rescue -4, TMEM16A inh inactive, HDAC3 inhib -7, KCNQ1 block inactive, KCNK9 block inactive, KCNK3 inh inactive, TRPC4 PAM inactive, TMEM16A act inactive, KCNQ1 act inactive, DYRK1A inh -15 and TRPC4 agonist inactive.
`CCCOc1ccc(N2C(=O)CC(N3CCC(C(=O)OCC)CC3)C2=O)cc1` (centres undefined) gave hERG rescue -8, TMEM16A inh inactive, HDAC3 inhib -3, KCNQ1 block inactive, KCNK9 block inactive, KCNK3 inh inactive, TRPC4 PAM inactive, TMEM16A act inactive, KCNQ1 act inactive, DYRK1A inh -1 and TRPC4 agonist inactive.
CCN(CC)CCN(C(=O)c1ccc2c(c1)CCCC2)c1nc2ccc(C)cc2s1 was read as hERG rescue -31, TMEM16A inh inactive, KCNQ1 block 12*, KCNK9 block inactive, KCNK3 inh inactive, TRPC4 PAM inactive, TMEM16A act inactive, KCNQ1 act inactive, DYRK1A inh -4 and TRPC4 agonist inactive.
`O=C1NC(CCc2ccccc2)C(=O)N1Cc1ccccc1Cl` (centres undefined) gave hERG rescue -11, TMEM16A inh inactive, KCNQ1 block inactive, KCNK9 block inactive, KCNK3 inh inactive, TRPC4 PAM inactive, TMEM16A act inactive, KCNQ1 act inactive, DYRK1A inh -8 and TRPC4 agonist inactive.
Screening CC1CCN(c2ccc(-c3cccc(NC(=O)C(F)(F)F)c3)nn2)CC1 returned hERG rescue -7, TMEM16A inh inactive, HDAC3 inhib 1, KCNQ1 block inactive, KCNK9 block inactive, KCNK3 inh inactive, TRPC4 PAM inactive, TMEM16A act inactive, KCNQ1 act inactive, DYRK1A inh 2 and TRPC4 agonist inactive.
For CN(CC(=O)Nc1ccc(F)c(F)c1F)C(=O)CCc1nc2sc3c(c2c(=O)[nH]1)CCCC3 the results were hERG rescue -14, TMEM16A inh inactive, HDAC3 inhib -4, KCNQ1 block inactive, KCNK9 block inactive, KCNK3 inh inactive, TRPC4 PAM inactive, TMEM16A act inactive, KCNQ1 act inactive, DYRK1A inh 17 and TRPC4 agonist inactive.
For Cn1c(N)c(C(=O)Nc2ccc(-c3ccccc3)cc2)sc1=S the results were hERG rescue -5, TMEM16A inh inactive, HDAC3 inhib 1, KCNQ1 block inactive, KCNK9 block inactive, KCNK3 inh inactive, TRPC4 PAM inactive, TMEM16A act inactive, KCNQ1 act inactive, DYRK1A inh -3 and TRPC4 agonist inactive.
`Cc1ccccc1-c1nc(-c2cccnc2)no1` gave hERG rescue -18, TMEM16A inh inactive, HDAC3 inhib 1, KCNQ1 block inactive, KCNK9 block inactive, KCNK3 inh inactive, TRPC4 PAM inactive, TMEM16A act inactive, KCNQ1 act inactive, DYRK1A inh 2 and TRPC4 agonist inactive.
Screening COc1ccc(OCc2nc(N)nc(Nc3cccc(C)c3C)n2)cc1 returned hERG rescue 1, TMEM16A inh inactive, HDAC3 inhib 1, KCNQ1 block inactive, KCNK9 block inactive, KCNK3 inh inactive, TRPC4 PAM inactive, TMEM16A act inactive, KCNQ1 act inactive, DYRK1A inh 0 and TRPC4 agonist inactive.
Screening O=C(Nc1ccc(-n2ccc(C(F)(F)F)n2)cc1)Nc1cccc(Cl)c1 returned hERG rescue -9, TMEM16A inh inactive, HDAC3 inhib 11, KCNQ1 block inactive, KCNK9 block inactive, KCNK3 inh inactive, TRPC4 PAM inactive, TMEM16A act inactive, KCNQ1 act inactive, DYRK1A inh 1 and TRPC4 agonist inactive.
`O=C1CC(c2ccccc2)n2nc(NC(=O)c3cccnc3)nc2N1` (centres undefined) gave hERG rescue -5, KCNQ1 block inactive, KCNK9 block inactive, TRPC4 PAM inactive, KCNQ1 act inactive and TRPC4 agonist inactive.
For Cc1cc(-c2cc(-c3ccc(Cl)cc3)on2)nc(NCC2CC2)n1 the results were hERG rescue -10, TMEM16A inh inactive, HDAC3 inhib -4, KCNQ1 block inactive, KCNK9 block inactive, KCNK3 inh inactive, TRPC4 PAM inactive, TMEM16A act inactive, KCNQ1 act inactive, DYRK1A inh -9 and TRPC4 agonist inactive.
`COC(=O)CSc1nnc(-c2ccccc2O)n1-c1ccc(C)cc1` gave hERG rescue -14, TMEM16A inh inactive, HDAC3 inhib -5, KCNQ1 block inactive, KCNK9 block inactive, KCNK3 inh inactive, TRPC4 PAM inactive, TMEM16A act inactive, KCNQ1 act inactive, DYRK1A inh -4 and TRPC4 agonist inactive.
`CCOc1ccc(/C=C2\SC(=S)N(CCC(=O)N(CCO)c3ccccc3)C2=O)cc1` gave hERG rescue -6, TMEM16A inh inactive, HDAC3 inhib 3, KCNQ1 block inactive, KCNK9 block inactive, KCNK3 inh inactive, TRPC4 PAM 12*, TMEM16A act inactive, KCNQ1 act inactive, DYRK1A inh 3 and TRPC4 agonist inactive.
Cc1[nH]c2ccccc2c1/C=N/NC(=O)C1CC1(c1ccccc1)c1ccccc1 (centres undefined) was read as hERG rescue -13, TMEM16A inh inactive, HDAC3 inhib inconclusive, KCNQ1 block inactive, KCNK9 block inactive, KCNK3 inh inactive, TRPC4 PAM inactive, TMEM16A act inactive, KCNQ1 act inactive, DYRK1A inh -2 and TRPC4 agonist inactive.
Screening Cc1ccc(C(=O)NCC(=O)OC(C)C(=O)Nc2ccc(N(C)C)cc2)s1 (centres undefined) returned hERG rescue -14, TMEM16A inh inactive, HDAC3 inhib -6, KCNQ1 block inactive, KCNK9 block inactive, KCNK3 inh inactive, TRPC4 PAM inactive, TMEM16A act inactive, KCNQ1 act inactive, DYRK1A inh 2 and TRPC4 agonist inactive.
For Cc1ccc(S(=O)(=O)Nc2nc3ccccc3nc2NCc2ccco2)cc1 the results were hERG rescue -11, TMEM16A inh inactive, HDAC3 inhib -2, KCNQ1 block inactive, KCNK9 block inactive, KCNK3 inh inactive, TRPC4 PAM inactive, TMEM16A act inactive, KCNQ1 act inactive, DYRK1A inh 2 and TRPC4 agonist inactive.
`COc1ccc(S(=O)(=O)N(CCc2ccccc2)CC(=O)O)cc1OC` gave hERG rescue -6, TMEM16A inh inactive, HDAC3 inhib -4, KCNQ1 block inactive, KCNK9 block inactive, KCNK3 inh inactive, TRPC4 PAM inactive, TMEM16A act inactive, KCNQ1 act inactive, DYRK1A inh 2 and TRPC4 agonist inactive.
Screening COc1ccc(CNC(=O)CCC(=O)Nc2ccc(Cl)cc2)cc1 returned hERG rescue -10, TMEM16A inh inactive, HDAC3 inhib -13, KCNQ1 block inactive, KCNK9 block inactive, KCNK3 inh inactive, TRPC4 PAM inactive, TMEM16A act inactive, KCNQ1 act inactive, DYRK1A inh -3 and TRPC4 agonist inactive.
For COc1ccc(OC)c(C(=O)NC(CC(N)=O)c2ccc(NCCN3CCCC3)c([N+](=O)[O-])c2)c1 (centres undefined) the results were hERG rescue -5, TMEM16A inh inactive, HDAC3 inhib 1, KCNQ1 block inactive, KCNK9 block inactive, KCNK3 inh inactive, TRPC4 PAM inactive, TMEM16A act inactive, KCNQ1 act inactive, DYRK1A inh 4 and TRPC4 agonist inactive.
`Cc1cccc[n+]1C1C(c2ccccc2)C(C#N)=C(C(=C=[N-])C#N)NC1(O)C1CC1` (centres undefined) gave hERG rescue -4, TMEM16A inh inactive, HDAC3 inhib -1, KCNQ1 block inactive, KCNK9 block inactive, KCNK3 inh inactive, TRPC4 PAM inactive, TMEM16A act inactive, KCNQ1 act inactive, DYRK1A inh 46 and TRPC4 agonist inactive.

A portion of the library; count on the stated rates, not on these rows.
